Phagocytosis inh = inhibitors of macrophage phagocytosis, primary screen, imaging, J774A.1 cells, IgG beads; J774A.1 macrophage IgG-bead phagocytosis; inhibition, % at 5 µM; 110,000 compounds, 0.07% hits;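 active means inhibition above the mean of the plate negative controls plus 5 SD, cut at about 13% in these data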;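 further: phagocytic index as fraction of beads internalized from green versus red external bead signal; plate controls were DMSO negative control for no effect and cytochalasin-D positive control for full effect; some results beyond the cut were filed as inactive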
GALR2 antag = GALR2 antagonists in receptor-expressing cells, primary screen. AID 828, 2007. antagonist mode. 140,000 compounds, 0.39% hits. inhibition, % at 4 µM. Galanin receptor type 2 (Homo sapiens), O43603; in the data active means inhibition above about 27%;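 further: cells stimulated with galanin 1-16 at roughly its EC80; 0% = agonist challenge control and 100% = basal control without agonist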
Target sequence (O43603 whole entry, looked up): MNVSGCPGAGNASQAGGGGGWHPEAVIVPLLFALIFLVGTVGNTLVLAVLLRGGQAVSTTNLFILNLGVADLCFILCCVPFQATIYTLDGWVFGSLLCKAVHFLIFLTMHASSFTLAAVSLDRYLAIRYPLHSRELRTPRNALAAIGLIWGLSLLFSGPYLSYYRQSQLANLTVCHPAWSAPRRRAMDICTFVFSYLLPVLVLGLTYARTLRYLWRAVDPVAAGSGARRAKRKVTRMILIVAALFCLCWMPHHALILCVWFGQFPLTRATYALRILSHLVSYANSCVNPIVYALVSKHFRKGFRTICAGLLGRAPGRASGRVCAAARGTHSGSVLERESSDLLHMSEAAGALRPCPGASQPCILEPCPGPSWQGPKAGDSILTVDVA
Measles CPE = compounds protecting cells from measles virus cytopathic effect, primary screen, measles RdRp inhibitor project, single point, MLSMR library, absorbance; Measles virus-infected cells, CPE protection; protection (pct of control), % at 4 µM; 140,000 compounds, 1.5% hits; AID 841, 2007; in the data active means protection mostly above about 24%, no sharp cut-off; inactive means mostly below about 26%; further: some compounds called inactive have numbers as strong as hits
E-sel TNF inh = E-selectin induction blockers in HUVEC – imaging, immunofluorescence, high content, primary screen; 120,000 compounds, 0.71% hits; HUVEC TNFa-induced E-selectin immunofluorescence; inhibition, % at 2 µM; AID 1246, 2008;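 active means inhibition above the batch mean plus 3 SD, and confirmed as a hit on visual image review, cut at about 43% in these data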;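 further: 0% = TNF-stimulated DMSO wells and 100% = unstimulated control wells; not every result past the cut was called active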
NPY-Y2 antag = NPY-Y2 receptor antagonists, primary screen, cell-based; inhibition, % at 2.7 µM; 140,000 compounds, 0.99% hits; NPY-Y2 expressing cells, antagonist mode; AID 793, 2007; in the data active means inhibition above about 17%;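 further: 0% = vehicle with agonist challenge and 100% = reference antagonist with challenge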
Target sequence (P49146 whole entry, looked up): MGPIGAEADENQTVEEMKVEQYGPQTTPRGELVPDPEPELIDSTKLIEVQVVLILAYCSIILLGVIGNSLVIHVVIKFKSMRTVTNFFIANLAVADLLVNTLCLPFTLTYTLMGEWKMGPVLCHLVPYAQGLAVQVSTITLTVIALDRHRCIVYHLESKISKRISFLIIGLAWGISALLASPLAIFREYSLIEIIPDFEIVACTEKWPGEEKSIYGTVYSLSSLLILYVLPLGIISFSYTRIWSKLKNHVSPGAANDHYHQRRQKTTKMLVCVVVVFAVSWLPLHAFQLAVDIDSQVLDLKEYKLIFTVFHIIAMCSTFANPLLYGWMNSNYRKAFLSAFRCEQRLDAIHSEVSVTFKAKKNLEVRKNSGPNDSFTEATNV
Yeast life ext = compounds extending yeast replicative lifespan, primary screen, S. cerevisiae, OD615; S. cerevisiae growth with nicotinamide; deaD strain in restrictive glucose medium; inhibition of the nicotinamide effect, % at 10 µM; 130,000 compounds, 0.68% hits; AID 775, 2007;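 active means inhibition above a set limit, placed 3 SD over the median of all compounds, cut at about 26% in these data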;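 further: 0% = nicotinamide-treated wells and 100% = cells grown without nicotinamide; some compounds called inactive have numbers as strong as hits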
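System: Modified budding yeast, DeaD strain | Buffer or medium: Restrictive glucose medium | Also added: 1.5 mM nicotinamide | Doses: 10 µM single point, 0.25% DMSO | Schedule: 48 h compound exposure at 30 °C, humidified | Detection: Absorbance at 615 nm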
Yeast growth inh = growth inhibitors of yeast BB579 in restrictive medium, primary screen, yeast lifespan-shortening project, S. cerevisiae. OD615, 48 h. inhibition, % at 10 µM. 140,000 compounds, 0.51% hits. AID 804, 2007;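 active means inhibition above a set limit, 3 SD over the mean compound inhibition, cut at about 44% in these data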; further: inactives centre near -24
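System: DeaD yeast strain BB579; buffer or medium: CSMM-D dextrose restrictive medium; technique: OD at 615 nm; schedule: 4 h cell preincubation, 48 h compound exposure, 30 °C humidified; doses: single 10 µM dose; controls: amphotericin B 10 µg/mL, positive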
HCT116 bCat-KO = primary screen for growth suppressors in beta-catenin knockout HCT116 cells (colon tumor, human); viability, % at 10 µM; HCT116 beta-catenin knockout viability, CellTiter-Glo, 60 h; hits give low values; 140,000 compounds, 1.5% hits; AID 818, 2007;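 active means viability at or under a set limit, the compound median less 4 SD, cut at about 6% in these data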;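 further: 0% = Hyamine 1622 control at 20 µM and 100% = untreated cell control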
MRP-1 activ = H69AR viability gain despite doxorubicin, primary screen, MRP-1 activator project, H69AR cells, CellTiter-Glo. viability increase, % at 10 µM. viability rescue. AID 799, 2007. 140,000 compounds, 0.61% hits;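 active means viability gain under doxorubicin at or above a set limit, the compound median plus 3 SD, cut at about 4.7% in these data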;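 further: MRP-1 overexpressing cells given doxorubicin 25 µM after compound pretreatment; 18-22 h compound pretreatment then 72 h with doxorubicin before readout; 0% = doxorubicin-only wells and 100% = vehicle-treated cells without doxorubicin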
HCT116 PTEN-null = growth suppression of PTEN-null HCT116, primary screen, cell-based, CellTiter-Glo | HCT116 PTEN-null viability, 60 h; hits give low values | viability, % at 10 µM | 140,000 compounds, 1.2% hits | AID 827, 2007;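 active means viability at or below a set limit, 4 SD under the median of all tested compounds, cut at about 3.7% in these data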;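 further: PTEN knockout HCT116 line with beta catenin targeted HCT116 as companion control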
* hit, by the source's call; · = no result given.

Results follow in this order: HCT116 PTEN-null	Phagocytosis inh	Measles CPE	HCT116 bCat-KO	E-sel TNF inh	Yeast growth inh	NPY-Y2 antag	Yeast life ext	GALR2 antag	MRP-1 activ
- Cc1cc(C(=O)NC2CCCCC2)c(C)n1-c1ccc(F)cc1
  57	·	12	58	-2	-40	0	4	11	-3.2
- COc1ccccc1CC(=O)Nc1ccc(-c2noc(COc3ccc(Cl)c(C)c3)n2)cc1
  92	0	19	80	-9	-28	5	-1	-8	-4.2
- c1ccc2c(c1)sc1nnnn12
  84	-1	9	87	-10	-25	0	-23	6	-2.9
- CCOC(=O)Nc1ccc2c(c1)Sc1ccccc1N2C(=O)CCN1CCOCC1
  87	-2	11	90	2	-31	-3	-8	-8	-4.8
- Cc1nnc(SCCn2c(N3CCC(C)CC3)nc3c2c(=O)[nH]c(=O)n3C)s1
  95	0	15	92	-20	-16	2	-3	-6	-1.1
- CCCOc1ccc(C2NC(=S)NC(c3ccccc3)=C2C(=O)Nc2ccc(C)cc2)cc1OC (centres undefined)
  75	-5	6	86	·	-11	2	-3	-2	-0.7
- COc1ccc(OCC(=O)Nc2ccc(S(=O)(=O)N3CCCCCC3)cc2)cc1
  104	0	4	88	-3	-77	-2	-12	0	-0.7
- Nc1cc(-c2cccc(F)c2)nn1S(=O)(=O)c1cccc2nsnc12
  80	·	8	84	-14	-24	-1	12	8	-2.6
- CC1=C(C(=O)OCC(C)C)C2(O)C(=O)c3ccccc3C2(O)N1 (centres undefined)
  95	-5	11	92	·	-43	-1	2	1	0.1
- Cc1cc(NC(=O)c2ccc([N+](=O)[O-])cc2Cl)ccc1NC(=O)c1ccco1
  87	-9	14	80	-1	-17	-1	4	3	-2.3
- CC(C(=O)Nc1cc(C(F)(F)F)ccc1N1CCOCC1)N1C(=O)C2CC=CCC2C1=O (centres undefined)
  99	-1	3	96	-8	-24	2	-2	-8	-0.6
- O=C(O)CC1=C(c2ccc(F)cc2)CCC1=O
  99	-9	10	92	23	-32	3	3	-2	1.2
- CCCCn1nc(C(=O)Oc2ccc3c(C)cc(=O)oc3c2)c2ccccc2c1=O
  100	2	9	96	·	-12	-1	12	6	0.3
- COc1ccc2nc(SCC(=O)N3CCNC3=O)[nH]c2c1
  102	-1	0	102	-14	-13	3	1	-1	0.4
- COCCCNc1ncnc2nc[nH]c12
  102	-1	19	98	15	4	3	0	-5	-1.7
- CCN(CC)S(=O)(=O)c1ccc(OC)c(NC(=S)Nc2cc(C)ccc2C)c1
  81	-6	9	82	·	-4	1	-4	-4	-4.4
- CCOC(=O)Cn1c(N)c(C(=O)OC)sc1=S
  99	·	6	99	5	-12	2	-7	4	-1.4
- Cc1ccc2nc(-c3ccc(Br)o3)oc(=O)c2c1
  89	-3	5	89	-21	-14	8	-8	3	-1.9
- Cn1c(=O)[nH]c(=O)c2c1nc(CN1CCOCC1)n2CCCO
  85	·	5	77	-18	-29	1	-3	-3	-2.0
- Cn1c(SCc2nc3ccccc3s2)nnc1-c1ccc2c(c1)OCO2
  93	-1	7	89	7	-13	2	-9	11	-4.1
- O=C(CN(c1ccc(Cl)cc1)S(=O)(=O)c1ccc(Cl)c([N+](=O)[O-])c1)NCCc1ccc(F)cc1
  97	·	7	95	·	-49	3	6	1	-3.4
- CSc1ccc(S(=O)(=O)NCCSc2ccccn2)cc1
  95	·	14	89	-8	-30	12	7	2	-0.3
- C=CCOc1ccccc1CNc1ccccc1C
  89	-12	16	77	7	-19	1	-4	7	-2.6
- CCSc1nnc(-c2ccc(S(=O)(=O)N3CCCC3)cc2)n1C
  87	2	5	101	14	-30	-3	2	-10	1.2
- COc1ccc(NC(=S)NC2CCCCCC2)c(OC)c1
  83	2	13	81	22	0	6	1	7	-3.4
- O=C(NCCOc1ccccc1F)c1ccccc1SCc1ccc(F)cc1
  75	0	7	81	-24	-31	2	4	-1	-3.2
- CCOC(=O)CCC(NC(=O)CCCC(=O)NC(CCC(=O)OCC)C(=O)OCC)C(=O)OCC (centres undefined)
  88	·	5	100	·	-29	2	8	8	0.8
- CSc1ccccc1NC(=O)c1ccco1
  92	0	12	102	33	-26	0	-16	15	-0.6
- O=C(COC(=O)/C=C/c1ccc([N+](=O)[O-])cc1)NCc1ccccc1
  97	-5	5	91	11	-25	6	0	7	-1.4
- O=C(c1ccc(F)cc1)N1CCCCC(Sc2nnnn2-c2ccccc2)C1=O (centres undefined)
  104	·	6	101	5	-81	5	10	-7	-0.7

(list continues)
Results follow in this order: HCT116 PTEN-null	Phagocytosis inh	Measles CPE	HCT116 bCat-KO	E-sel TNF inh	Yeast growth inh	NPY-Y2 antag	Yeast life ext	GALR2 antag	MRP-1 activ
- C=CCOc1ccc(CNc2ccc(NC(=O)CC(C)C)cc2)cc1OC
  97	-4	2	93	15	-17	0	-5	5	18*
- CC1=NN(C(N)=S)C(=O)C1N=Nc1ccccc1C (centres undefined)
  85	·	3	86	3	-13	1	-1	14	-2.5
- CCOC(=O)c1c(NC(=S)Nc2ccccc2)sc2c1CCN(C)C2
  77	2	4	83	-13	0	0	-7	5	-1.0
- CCCNc1ncnc2sc(C)c(C)c12
  80	0	5	82	100*	-20	7	-9	6	-1.1
- O=C(COc1ccccc1)N(Cc1ccccc1)c1nc(-c2ccccc2)cs1
  73	0	·	88	44	-38	1	-1	-1	-0.8
- O=C(C1=C(O)C(=O)N(c2ncccn2)C1c1ccc(Cl)cc1)c1ccco1 (centres undefined)
  96	·	4	91	-36	-41	1	-2	-1	-3.0
- CCN(CC)S(=O)(=O)c1ccc2c(c1)nc(SCC(N)=O)n2-c1ccc(OC)cc1
  83	0	18	95	14	-30	2	-5	-9	-4.4
- CCC(=O)Nc1ccc(N2CCN(S(C)(=O)=O)CC2)cc1
  94	5	4	91	·	-47	3	3	-2	-1.6
- O=C(c1cc2ccccc2o1)N1CCN(c2ccccc2Cl)CC1
  100	-1	4	99	·	-81	5	-11	-6	0.9
- O=C(NNc1ccccn1)c1ccc(Cl)nc1
  97	-8	4	98	·	-35	1	4	4	-0.6
- Cc1ccc(OCC(=O)N(C)Cc2ccccc2)c([N+](=O)[O-])n1
  90	-3	9	83	-26	-21	2	-1	-27	-2.0
- COc1ccc(Cl)c(Cn2c(NCCCN(C)C)nc3c2c(=O)n(C)c(=O)n3C)c1
  109	1	7	88	0	1	1	-7	6	-2.2
- S=c1[nH]ncn1-c1ccccn1
  100	-1	5	91	-10	-56	0	-1	-3	-1.2
- Cc1ccc2nc(N3CCN(S(=O)(=O)c4ccc(C)c(Cl)c4)CC3)c(C#N)cc2c1
  73	0	30	64	14	-23	5	-5	-6	2.6
- CCOC(=O)CSc1nnc(NC(=O)c2cccc(S(=O)(=O)N3CCCC3)c2)s1
  95	1	5	90	1	-64	2	1	0	-0.7
- Cc1ccc(-c2nc3ccccc3o2)cc1NC(=S)NC(=O)/C=C/c1ccco1
  25	·	18	32	29	-48	2	-2	-3	-3.3
- O=C(O)c1sccc1SCc1ccc(Cl)c(Cl)c1
  99	·	3	98	-3	-37	4	5	-6	0.5
- O=C(COc1ccc2ccccc2c1CN1CCOCC1)N1CCc2ccccc21
  42	0	12	47	17	-32	28*	1	-5	-5.5
- CCOC(=O)c1c(C)[nH]c(C(=O)OCC(=O)N2CC(C)OC(C)C2)c1C (centres undefined)
  107	-1	19	92	-17	-20	3	-6	11	-1.3
- O=C(COC(=O)/C=C/c1cccs1)NC(c1ccccc1)c1ccccc1
  100	-9	20	96	0	-23	8	7	3	-1.8
- COc1ccc(/C=N/NC(=O)c2ccoc2C)cc1COc1ccc(Cl)cc1
  10	-1	16	14	3	12	2	-14	11	-4.7
- Cc1cc(C)cc(OCC(=O)NNC(=O)c2cc(C)[nH]n2)c1
  92	·	36	103	29	-26	5	-12	0	-1.9
- CCOC(=O)CSc1nc2cc(C(=O)NCc3ccco3)ccc2c(=O)n1C1CCCCC1
  96	-5	12	98	-6	-37	-3	-2	-7	-3.4
- CCN(CC)S(=O)(=O)c1ccc(C(=O)Nc2ccc(OCC(=O)N3CCOCC3)cc2)cc1
  102	0	8	92	·	-34	0	-5	-1	-2.1
- Cc1ccc(C)n1CCN1CCN(CC(=O)Nc2cc(C(F)(F)F)ccc2Cl)CC1
  23	-3	2	19	5	-57	4	-17	0	-5.0
- Cc1cc(NC(=O)CSc2nnc3c(C)cc4ccccc4n23)no1
  104	1	21	109	-10	-41	1	-6	-10	-0.3
- COC(=O)c1cc(OC)c(OC)cc1NC(=O)c1c(-c2ccccc2Cl)noc1C
  58	-1	12	79	11	-22	10	-8	-7	-1.9
- CC1=NOC(=O)/C1=C/c1ccc(-c2ccc(Cl)cc2)o1
  16	-1	8	18	7	92*	4	-7	-1	-1.0
- CCCCCCCCn1cc(C(C)=O)c(=O)[nH]c1=O
  88	·	0	101	-10	-40	9	-16	-13	-0.7
- COCC(=O)NCc1ccc2c(c1)OCO2
  110	-1	5	100	-34	-21	0	-4	10	-1.0

Carrying on:
Results follow in this order: HCT116 PTEN-null	Phagocytosis inh	Measles CPE	HCT116 bCat-KO	E-sel TNF inh	Yeast growth inh	NPY-Y2 antag	Yeast life ext	GALR2 antag	MRP-1 activ
- CC(=O)NC(CC(=O)c1ccc([N+](=O)[O-])cc1)C(Cl)(Cl)Cl (centres undefined)
  87	-3	10	92	·	3	2	2	-10	1.5
- COc1cc(CN2CC(=O)N(c3ccc(C)c(C)c3)C2=S)cc(OC)c1OC
  78	-2	12	84	12	0	0	-2	10	-3.5
- CNc1ccc(NC(C)=O)cc1[N+](=O)[O-]
  105	-5	21	93	2	-5	2	-5	-4	-0.5
- CCCC(=O)N1CC(=O)Nc2ccc(F)cc2C1c1ccccc1 (centres undefined)
  84	-1	28	92	-9	6	-1	-7	-6	0.2
- Clc1ccc(OCc2nc(-c3ccncc3)no2)c(Br)c1
  81	0	6	90	7	-8	10	-10	11	-2.3
- O=[N+]([O-])c1cccc(/C=N\N2CCN(Cc3ccccc3Cl)CC2)c1
  82	·	5	96	-1	-54	2	·	0	4.8*
- Nn1c(Nc2ccccc2)nc2ccccc2c1=O
  105	0	7	98	15	4	0	-8	13	-3.1
- Cc1c(O)c2c(=O)n(-c3ccccc3)c(-c3ccccc3)cc2oc1=O
  74	-2	1	69	·	-34	1	11	-7	-1.1
- CCOC(=O)Oc1ccc2oc(C)c(C(=O)OCCOC)c2c1
  95	·	3	93	-12	-7	2	-30	4	-2.0
- Cc1ccc(Nc2nc(-c3c(C)n(C)n(-c4ccccc4)c3=O)c(C)s2)cc1
  77	1	16	104	-26	-28	0	-14	0	0.3
- CCOC(=O)/C(C#N)=C1/CCCCCN1C
  109	·	26	97	9	-62	2	-5	6	0.9
